Screening data: PubChem BioAssay, National Center for Advancing Translational Sciences (NCATS)
Pin1 inhibitor: qHTS Assay to Find Inhibitors of Pin1 | Peptidyl-prolyl cis-trans isomerase NIMA-interacting 1 (Homo sapiens), Q13526 | Pin1 FP peptide displacement, HiFluor488, 10 min | Potency, µM (highest dose often 115 µM), without a hit: at the top dose activity, negative = inhibition, usual class: inhibitors | 0.009% of 390,000 active | AID 504891, 2011; active = well fitted inhibition curve with a large enough effect in the polarisation, with a control signal flat, not every such curve was filed as active; inconclusive = small, poorly fitted or top-dose-only effect, or effect the other way, or a change in a side signal; inactive = no such curve, though single readings can be large or run the other way; the % refers to the polarisation; also: % is scaled to controls: 0 for no effect and ±100 for the full control effect
ALOX12 inh: Primary qHTS assay for inhibitors of human arachidonate 12S-lipoxygenase (ALOX12): Round 2; purified 12hLO, xylenol orange hydroperoxide absorbance; 1.1% of 580,000 active; Potency, µM (titrated, usually from 108 µM), for inactives: at the top dose activity change, negative = inhibition, hits mostly inhibitors; also: % is scaled to controls: 0 for no effect and ±100 for the full control effect
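Purified human 12hLO at 150 nM in 25 mM Hepes, 0.01% Triton X-100, pH 7.0, preincubated 15 min at room temperature with compound. Reaction started with 40 uM arachidonic acid, 30 min at room temperature. Hydroperoxide measured by Fe-xylenol orange, 573/405 nm absorbance ratio.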
RGS4 inh: Inhibitors of Regulator of G Protein Signaling (RGS) 4: qHTS; AID 504845, 2011; Transcreener GDP fluorescence polarization, RGS4-accelerated GTP hydrolysis; Regulator of G-protein signaling 4 (Homo sapiens), P49798; Potency, µM (titrated, usually from 114 µM), for the others: top-dose activity change, negative = inhibition, hits mostly inhibitors; 0.039% of 390,000 active; also: % is scaled to controls: 0 for no effect and ±100 for the full control effect; nearly all actives have a fitted effect of over 75% in size; some results filed as inactive show a strong effect at the top dose
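MLSMR compounds (23 nl, pin-transferred) preincubated 10 min at room temperature with a 500nM (2x) first reagent, then RGS4 at 900nM (2x) plus Transcreener GDP mix added; fluorescence polarization (620/688 nm) read before and after 90 min at 30 °C.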
rTrxR1 inhibitor: qHTS Assay for Inhibitors of Mammalian Selenoprotein Thioredoxin Reductase 1 (TrxR1): qHTS. Thioredoxin reductase 1, cytoplasmic (Rattus norvegicus), O89049. recombinant rTrxR1, NADPH fluorescence consumption, selenite substrate. Potency, µM (doses to about 114 µM), for the others: at the top dose activity change, negative = inhibition, most hits filed as inhibitors. 1% of 390,000 active. AID 588453, 2011; also: % is scaled to controls: 0 for no effect and ±100 for the full control effect; nearly all actives have a fitted effect of over 65% in size
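Rat TrxR1 (90 nM in the dispensed reagent) was pre-reduced with 400 uM NADPH for 5 min at room temperature, then incubated with compound for 15 min. After 400 uM selenite was added, NADPH fluorescence (Ex 340/Em 450 nm) was followed for 8 min.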
Tb PGK inh: qHTS Assay to Find Inhibitors of Phosphoglycerate Kinase. Phosphoglycerate kinase, glycosomal (Trypanosoma brucei brucei), P07378. PGK/GAPDH coupled, Kinase-Glo luminescence, 60 min. Potency, µM (doses to about 57.5 µM), for the others: at the highest dose activity change, negative = inhibition, actives largely listed as inhibitors. 0.043% of 380,000 active; also: % is scaled to controls: 0 for no effect and ±100 for the full control effect; nearly all actives have a fitted effect of over 60% in size
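Recombinant glycosomal PGK reaction used 1,3-bisphosphoglycerate generated in-well by GAPDH (100nM final) in 100mM TEA pH 7.6, 5mM MgCl2, 0.01% Tween-20. After 60 minutes at room temperature, ATP was read by Kinase-Glo Plus luminescence end-point.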
JMJD2A Tudor: qHTS Assay for Inhibitors of JMJD2A-Tudor Domain; AlphaScreen JMJD2A-Tudor / H3K4me3 peptide binding; Potency, µM (series often up to 114 µM), without a hit: at the top dose activity change, negative = inhibition, hits mostly inhibitors; 4.4% of 390,000 active; AID 504339, 2011; also: % is scaled to controls: 0 for no effect and ±100 for the full control effect; nearly all actives have a fitted effect of over 50% in size
Target sequence (O75164 whole entry, looked up, the tested form may be a part): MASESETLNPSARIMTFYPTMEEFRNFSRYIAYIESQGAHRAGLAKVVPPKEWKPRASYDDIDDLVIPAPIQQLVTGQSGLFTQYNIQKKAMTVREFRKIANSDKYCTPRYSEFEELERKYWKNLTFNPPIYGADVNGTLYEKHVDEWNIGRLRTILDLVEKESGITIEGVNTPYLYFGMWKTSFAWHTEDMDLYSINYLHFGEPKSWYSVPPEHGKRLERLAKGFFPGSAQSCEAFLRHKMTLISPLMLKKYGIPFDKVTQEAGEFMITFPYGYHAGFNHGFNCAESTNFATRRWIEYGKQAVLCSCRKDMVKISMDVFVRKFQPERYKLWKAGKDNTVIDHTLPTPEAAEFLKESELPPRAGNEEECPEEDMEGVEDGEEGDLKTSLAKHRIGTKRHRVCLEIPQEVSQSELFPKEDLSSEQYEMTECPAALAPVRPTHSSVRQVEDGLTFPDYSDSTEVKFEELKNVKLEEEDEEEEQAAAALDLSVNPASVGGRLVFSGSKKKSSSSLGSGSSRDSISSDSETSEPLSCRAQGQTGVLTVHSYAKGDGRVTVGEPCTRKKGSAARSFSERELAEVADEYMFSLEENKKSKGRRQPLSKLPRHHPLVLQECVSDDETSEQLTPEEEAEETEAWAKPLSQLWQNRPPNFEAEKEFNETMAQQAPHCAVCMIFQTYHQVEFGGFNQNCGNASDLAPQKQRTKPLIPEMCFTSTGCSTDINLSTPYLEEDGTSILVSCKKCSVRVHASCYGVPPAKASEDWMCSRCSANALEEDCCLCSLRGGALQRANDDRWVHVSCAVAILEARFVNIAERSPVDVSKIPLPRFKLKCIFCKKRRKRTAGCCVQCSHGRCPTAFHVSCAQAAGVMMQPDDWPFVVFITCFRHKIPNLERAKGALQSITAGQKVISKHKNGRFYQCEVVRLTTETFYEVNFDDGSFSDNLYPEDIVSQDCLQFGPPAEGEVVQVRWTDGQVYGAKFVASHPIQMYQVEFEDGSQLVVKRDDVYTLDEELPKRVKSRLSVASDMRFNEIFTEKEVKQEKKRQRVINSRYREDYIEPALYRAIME
GLS inhibitor: qHTS for Inhibitors of Glutaminase (GLS); Glutaminase kidney isoform, mitochondrial (Homo sapiens), O94925; GLS enzymatic activity, qHTS titration; Potency, µM (doses to about 45.5 µM), inactives show at the highest dose activity change, negative = inhibition, actives largely listed as inhibitors; 0.21% of 410,000 active; also: % is scaled to controls: 0 for no effect and ±100 for the full control effect
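Assay buffer: 45 mM KH2PO4 pH 8.2, 0.02% Tween-20. hKGA acts on L-glutamine (1 mM solution added); product glutamate is reported by an oxidase/peroxidase Amplex Red coupling, with fluorescence taken at baseline and 30 min.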
ERG Ets-DNA blk: qHTS for Small Molecule Inhibitors of the ERG Ets/DNA interaction; Transcriptional regulator ERG (Homo sapiens), P11308; fluorescence polarization, His-ERG Ets domain / labelled DNA; Potency, µM (titrated, usually from 76.9 µM), without a hit: top-dose FP activity, negative = inhibition, usual class: inhibitors; 0.028% of 370,000 active; active = well fitted inhibition curve with a large enough effect in the polarisation, with a control signal flat; inconclusive = small, poorly fitted or top-dose-only effect, or effect the other way, or a change in a side signal; inactive = no such curve, though single readings can be large or run the other way; the % refers to the polarisation;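 also: polarization taken with two DNA probes labelled with fluorescein and Texas red; % of control where 0% means no effect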
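His-tagged ERG Ets domain (1 uM in the protein solution; 300mM KCl, 50mM Tris-HCl, 1mM EDTA, 1mM DTT, pH 7.5) received compound, then a probe mix of 5 nM fluorescein-DNA and 100nM Texas-615-DNA. Fluorescence polarization was read for both dyes.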
HP1b binding inh: HTS for Inhibitors of HP1-beta Chromodomain Interactions with Methylated Histone Tails | AlphaScreen HP1-beta / biotin-H3K9me3 peptide binding | Potency, µM (titrated, usually from 114 µM), for the others: at the highest dose activity change, negative = inhibition, hits mostly inhibitors | 0.56% of 390,000 active | AID 540317, 2011; also: nearly all actives have a fitted effect of over 70% in size; inactives centre near 23
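HP1-beta protein (50 nM final) preincubated 30 min at room temperature with biotinylated H3(1-18)K9me3 peptide (50 nM) in PBS pH 7.4, 0.01% Tween-20, then compound added for 30 min. AlphaScreen streptavidin donor/nickel chelate acceptor beads (10 ug/mL final), 30 min dark, luminescence read.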
Active calls of the source: *; i = inactive; ? = inconclusive; . = not tested or not shown; [ ] = remark or other dose. Unless noted, calls follow the shape of the dose curve; as a rule, active = well fitted curve in the direction sought with a large enough effect; inconclusive = small, poorly fitted or top-dose-only effect, or another doubt; inactive = no such curve, though single readings can be large; an effect the other way counts as inactive or inconclusive. Potency is read from the fitted curve at half-maximal effect.

Pin1 inhibitor,ALOX12 inh,RGS4 inh,rTrxR1 inhibitor,Tb PGK inh,JMJD2A Tudor,GLS inhibitor,ERG Ets-DNA blk,HP1b binding inh,molecule
-3%,?,-3%,20%,0%,-7%,-1%,-6%,37%,COc1cccc(NC(=O)Nc2ccccc2Br)c1
-1%,-15%,16%,19%,1%,-20%,1%,-1%,1%,COc1ccc(S(=O)(=O)N2CCC(Oc3ccc(-n4cnnn4)cc3)CC2)cc1OC
29%,0%,-18%,-4%,-3%,-11%,-2%,18%,33%,COc1ccc(-c2nn(-c3ccccc3)cc2C=O)cc1[N+](=O)[O-]
-11%,?,-43%,-10%[57.1 µM],-2%,89µM*,-14%,4%,-1%,CCOC(=O)c1c(=O)n(O)c2ccc(C)cc2[n+]1[O-]
1%,?,25%,27%[57.1 µM],-1%,-13%,-6%,0%,12%,CC(C)c1ccccc1NC(=O)c1ccc2ncsc2c1
-12%,1%,13%,13%,3%,-11%,3%,1%,57%[activator],Cc1ccc(NC(=O)NCCCN2CCCC2=O)c(C)c1
-6%,12%,-14%,1%,-10%,-4%,0%,-5%,40%[activator],COc1ccccc1CCCNC(=O)C1CCC(=O)N(CCCN2CCCC2=O)C1 (stereo not given)
-2%,-1%,-6%,-8%,3%,-3%,-7%,0%,29%,CN1CCC(OC(c2ccccc2)c2ccccc2)CC1
-16%,-4%,24%,3%[57.1 µM],.,-5%,-3%,2%,16%[57 µM],COCCNC(=O)CSc1nc(-c2ccc(C)cc2)nc2c1c(=O)n(C)c(=O)n2C
9%,-27%,-21%,?,-2%,-14%,6%,4%,9%,O=C(COC(=O)/C=C/c1ccc([N+](=O)[O-])cc1)Nc1ccc2[nH]c(=O)[nH]c2c1
34%[activator],?,20%,-8%,-12%,?,1%,3%,15%,O=C(CSc1nnc2ccccn12)Nc1cccc(-c2nc3ccccc3s2)c1
-1%,142%[activator],14%,-5%,1%,1%,20%,-5%,17%,O=C(COC(=O)c1ccco1)Nc1ccc2c(c1)OCCO2
?,-7%,1%,31%,-3%,29%,6%,-5%,68%[activator],Cc1ccc(S(=O)(=O)NCCOc2cc(C)ccc2C)cc1
1%,42%[activator],20%,2%[57.1 µM],-2%,-22%,2%,10%,12%,CN(C)c1ccc(/C=N/OC(=O)Nc2ccccc2Cl)cc1
-7%,-30%,10%,-4%,-5%,-18%,-7%,1%,13%,O=C(Nc1cccc(C(F)(F)F)c1)C1CCCN(S(=O)(=O)c2cnc[nH]2)C1 (stereo not given)
-1%,-60%,-14%,37%[2.29 µM],-6%,-10%,2%,-6%,2%,O=C(Nc1cccc2ncccc12)c1ccccc1Cl
-6%,-21%,-7%,-10%,-4%,-2%,3%,-1%,16%,O=C(Cn1cc[n+](CC(=O)c2ccccc2)c1)c1ccccc1
41%[activator],-1%,8%,44%[activator],-8%,-17%,-9%,5%,2%,O=C(COc1ccc2ccccc2c1)NNC(=O)C(=O)Nc1ccccc1
-1%,0%,1%,-9%[57.1 µM],-4%,-19%,-7%,3%,-4%,COc1cc(NC(=S)Nc2ccc3c(c2)OCCO3)cc(OC)c1OC
5%,-15%,20%,17%,-1%,?,0%,-4%,20%,CCOC(=O)c1sc2nc(CSc3ccccc3)nc(NCCN(C)C)c2c1C
-1%,8%,19%,22%[57.1 µM],-11%,-12%,-3%,-10%,-6%,COc1c(C)cc(S(=O)(=O)N2CCOCC2)c(C)c1C
-9%,-1%,-7%,26%,-2%,-12%,-3%,-14%,42%[activator],CCn1c(CN2CCCCC2)nc2cc(NC(=O)c3ccccc3[N+](=O)[O-])ccc21
-4%,-6%,-40%,-23%[57.1 µM],1%,-13%,?,4%,2%,Cn1cc(Cl)c(C(=O)NNC(=S)Nc2cccc(Cl)c2)n1
-12%,9%,13%,9%,5%,-8%,-2%,-5%,10%,COc1ccc(C2CC(c3ccc(F)cc3)n3nc(NS(C)(=O)=O)nc3N2)cc1 (stereo not given)
-6%,-3%,-40%,-1%,-3%,-11%,18%,19%,8%,CCCc1cc(=O)[nH]c2nnc(SCC(=O)Nc3nnc(SCC)s3)n12
20%,0%,-7%,9%,-2%,-3%,1%,-8%,46%[activator],Cc1ccccc1NC(=O)Cn1c(=O)n(Cc2ccc3c(c2)OCO3)c(=O)c2ccccc21
-3%,-9%,11%,-3%,?,-15%,5%,.,19%,O=C(Nc1ccccn1)c1cc2ccccc2o1
1%,?,-1%,9%[57.1 µM],3%,-5%,4%,-1%,25%[57 µM],CC(=O)Nc1c(C)nn(-c2ccccc2)c1N1CCC(C(=O)Nc2ccccc2C(F)(F)F)CC1
-13%,0%,11%,24%,-9%,-9%,5%,12%,19%,CCOC(=O)c1ccc(N2CCN(C(C)=O)CC2)c(NC(=O)c2cccnc2)c1
-4%,-3%,-33%[56.9 µM],22%[57.1 µM],i,-34%,1%,1%,48%[activator],COc1ccc(NC(=O)C2CCN(S(=O)(=O)c3ccc4c(c3)CC(C)N4C(C)=O)CC2)c(OC)c1 (stereo not given)
5%,?,-8%,-15%,-1%,2%,-7%,-1%,36%,CCOC(=O)C1=C(Nc2ccc(Br)cc2)CC(C)(O)C(C(=O)OCC)C1c1ccccc1 (stereo not given)
12%,4%,-4%,-7%,i,?,16%,4%,-15%,COc1ccc(/C=C2/C(=O)OCc3cc(OC)c(OC)cc32)cc1
-10%,-20%,-7%,?,-4%,-2%,?,-4%,36%,CN1CCC(N(C)C(=O)/C(C#N)=C/c2ccccc2)CC1
-9%,-7%,-18%,0%,0%,-4%,1%,-1%,48%[activator],CC(=O)COc1ccc2c3c(c(=O)oc2c1)CCCC3
-2%,-23%,-10%,16%[57.1 µM],i,-4%,7%,9%,-9%,Cc1ccc(CN2CCCn3nc(C(=O)NCCN(C)C)cc3C2=O)cc1
7%,-30%,-20%[11.4 µM],5%,-8%,1%[11.4 µM],0%,14%,72%[activator],COc1cc(/C=C(/C#N)C(=O)Nc2ccc(Cl)cc2)ccc1Oc1nc(Cl)ncc1F
?,34%[activator],-48%,?,i,-24%,?,22%,-2%,COc1ccc(-n2c(SCC(=O)NCc3ccco3)nc3sc4c(c3c2=O)CCN(C)C4)cc1
0%,0%,-52%,18%,-13%,-10%,17%,1%,-6%,CCN(CC(=O)Nc1c(F)cccc1F)C(=O)c1cccc(S(=O)(=O)NCc2ccccc2)c1
-6%,-6%,13%,19%,-14%,-27%,-1%,-4%,15%,O=[N+]([O-])c1ccccc1Oc1ncccc1[N+](=O)[O-]
-3%,?,-3%,-6%,-2%,-12%,10%,.,22%,CC(=O)Nc1ccc2c(c1)-c1ccc(F)cc1C2
-1%,-15%,14%,9%,3%,4%,1%,-3%,20%,CCOC(=O)N1CCC(NC(=O)Cn2ncc3c4ccccc4n(C)c3c2=O)CC1
-1%,0%,10%,2%[57.1 µM],1%,-9%,5%,1%,22%,Cc1cccc(C)c1NC(=O)C[n+]1cc(-c2ccccc2)n2c1CCC2
-4%,-14%,14%,12%[57.1 µM],-12%,-27%,-4%,5%,3%,O=C(NC1CCCCC1)C1CCN(C(=O)c2ccc(-c3ccccc3)cc2)CC1
-2%,11%,2%,9%,6%,5%,19%,-1%,31%,COc1c(C(=O)Nc2ccc(Br)cn2)ccc2ccccc12
-7%,31%[activator],-4%,-10%,-9%,-9%,-1%,-15%,43%,CC[C@]12c3[nH]c4ccc(Cl)cc4c3CCN1C(=O)[C@@H](CC(=O)NCCc1ccccn1)C[C@@H]2C(=O)N1CCN(C(=O)C2CC2)CC1
?,-17%,?,?,2%,-32%,43%[activator],16%,-8%,O=C(N/N=C/c1sc(=O)[nH]c1-[n+]1ccc2ccccc2c1)c1ccccc1[O-]
0%,-16%,-10%,17%,-7%,-8%,-14%,-9%,24%,CN(CC(=O)Nc1ccccc1Cl)C(=O)COC(=O)c1ccc(-c2ccc(O)cc2)cc1
-1%,?,7%,8%,3%,-7%,-4%,-19%,29%,O=C1C(=O)N(CCCO)C(c2ccccc2)/C1=C(\O)c1ccc(Br)cc1 (stereo not given)

Arranged by formula weight (lowest first): 3 of the compounds above.
Pin1 inhibitor,ALOX12 inh,RGS4 inh,rTrxR1 inhibitor,Tb PGK inh,JMJD2A Tudor,GLS inhibitor,ERG Ets-DNA blk,HP1b binding inh,molecule
-10%,-20%,-7%,?,-4%,-2%,?,-4%,36%,CN1CCC(N(C)C(=O)/C(C#N)=C/c2ccccc2)CC1
-3%,?,-3%,20%,0%,-7%,-1%,-6%,37%,COc1cccc(NC(=O)Nc2ccccc2Br)c1
-1%,-15%,16%,19%,1%,-20%,1%,-1%,1%,COc1ccc(S(=O)(=O)N2CCC(Oc3ccc(-n4cnnn4)cc3)CC2)cc1OC

Not all compounds are listed; the hit share may differ from the screen's.
